MOR-DOR inv ag = mu-delta opioid heterodimer inverse agonism. P35372+P41143. cell-based MOR-DOR heterodimer luminescence. inhibition, % at 9.3 µM. 340,000 compounds, 0.21% hits. AID 504357; in the data active = inhibition above about 22%, passing the limit was not always enough;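 note: 0% = cells with DMSO and 100% = wells without cells with DMSO; values of inactives mirror those of a sister screen read the other way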
E coli growth = bacterial growth inhibition, counter-screen for AddAB inhibitors; E. coli V3065 growth, OD600 absorbance, 18 h; inhibition, % at 11.9 µM; 330,000 compounds, 0.27% hits; AID 449728;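 active = inhibition above the campaign's mean inhibition across all tested compounds plus 3 SD, cut at about 9.9% in these data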;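 note: uninfected addAB+ strain grown without phage in ampicillin broth; 0% = DMSO wells and 100% = ciprofloxacin 0.95 µg/ml wells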
SUMO Mot1 rescue = blocks SUMOylation pathway, rescuing yeast Mot1-301 growth; 320,000 compounds, 1% hits; S. cerevisiae Mot1-301 growth rescue, ATP luminescence, 38.5C; percent above DMSO median, 100 means doubled; growth rescue, % at 18.8 µM; AID 2716;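 active = every valid replicate shows activation above 250% relative to neutral control wells; inactive = the rest, any valid replicate at or below 250%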;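 note: OY570 slx delta 5 strain wells were the positive control but not used for scaling; some compounds called inactive have numbers as strong as hits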
MOR-DOR ag = agonists of human mu-delta opioid receptor heterodimerization. activation, % at 9.3 µM. P35372+P41143. 340,000 compounds, 0.3% hits. cells, OPRM1-OPRD1 heterodimerization, luminescence; in the data active = activation above about 18%;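 note: 0% = vehicle-treated cells and 100% = reference agonist; values of inactives mirror those of a sister screen read the other way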
PKA-R1A activ = activates the PKA-R1A holoenzyme complex. PKA-R1A dissociation, Cy5-IP20 fluorescence polarization; scaled: DMSO 0%, 113 µM cGMP 100%. activation, % at 11.4 µM. 340,000 compounds, 0.083% hits;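 active = percent activation above the mean of all tested compounds plus 3 SD, cut at about 19% in these data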;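 note: higher means more PKAc released from R1A so a rise in polarization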
AddAB inh = less growth of phage-infected E. coli with AddAB | inhibition, % at 11.9 µM | 330,000 compounds, 0.29% hits | E. coli expressing H. pylori AddAB, absorbance growth; in the data active = inhibition above about 12%;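 note: 0% = vehicle wells of infected cells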
Pemphigus Ab inh = blocks pemphigus antibody binding to human desmoglein-3 | P32926 | DSG3-coupled beads, scFv-anti-DSG3-GFP binding, flow cytometry; active compounds read low | 310,000 compounds, 0.48% hits | binding (percent of control), % at 10 µM;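 active = binding more than 3 SD below its plate's average and above zero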;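 note: hits lower antibody fragment binding to DSG3; some compounds called inactive have numbers as strong as hits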
Target sequence (P32926 whole entry, looked up, the tested form may be a part): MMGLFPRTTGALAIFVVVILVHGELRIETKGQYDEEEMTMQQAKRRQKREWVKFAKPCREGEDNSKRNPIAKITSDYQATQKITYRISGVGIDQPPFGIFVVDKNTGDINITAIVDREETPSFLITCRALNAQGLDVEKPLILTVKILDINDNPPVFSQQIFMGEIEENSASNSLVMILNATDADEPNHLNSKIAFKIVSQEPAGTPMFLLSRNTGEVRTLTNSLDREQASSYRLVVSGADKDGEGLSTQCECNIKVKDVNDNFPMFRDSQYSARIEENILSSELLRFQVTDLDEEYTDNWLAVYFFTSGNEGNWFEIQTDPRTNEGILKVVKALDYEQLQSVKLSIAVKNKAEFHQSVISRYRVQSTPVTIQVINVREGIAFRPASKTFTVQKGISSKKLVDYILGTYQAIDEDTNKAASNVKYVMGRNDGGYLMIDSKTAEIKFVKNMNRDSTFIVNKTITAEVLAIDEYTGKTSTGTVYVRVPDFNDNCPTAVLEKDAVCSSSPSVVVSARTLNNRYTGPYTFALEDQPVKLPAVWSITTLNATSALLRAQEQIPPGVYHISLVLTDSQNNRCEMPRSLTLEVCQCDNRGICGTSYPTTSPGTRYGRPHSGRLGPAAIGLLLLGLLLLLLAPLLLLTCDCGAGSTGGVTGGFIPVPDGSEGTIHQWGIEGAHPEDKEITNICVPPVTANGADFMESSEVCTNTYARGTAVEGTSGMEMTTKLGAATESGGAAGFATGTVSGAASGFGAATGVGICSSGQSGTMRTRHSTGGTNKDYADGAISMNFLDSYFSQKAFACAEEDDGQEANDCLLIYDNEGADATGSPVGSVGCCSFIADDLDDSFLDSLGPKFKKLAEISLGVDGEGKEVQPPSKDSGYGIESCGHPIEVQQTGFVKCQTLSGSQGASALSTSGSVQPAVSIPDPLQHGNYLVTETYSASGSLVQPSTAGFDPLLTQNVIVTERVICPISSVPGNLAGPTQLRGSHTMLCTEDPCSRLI
PfHsp90 set2 = growth inhibition of yeast expressing Plasmodium Hsp90 | S. cerevisiae expressing PfHsp90, BacTiter-Glo ATP, 48 h; yeast lacking PDR1 and PDR3 efflux regulators | inhibition, % at 9.4 µM | 310,000 compounds, 0.32% hits | AID 504621;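 active = every replicate shows inhibition above about 80%, whatever the replicate mean, limit read from the data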;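 note: 0% = DMSO neutral controls and 100% = 20 µM radicicol positive controls; yeast relying on Plasmodium falciparum Hsp90 in place of its own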
Tat transport = E. coli Tat transport inhibition; 340,000 compounds, 0.036% hits; inhibition, % at 10 µM; E. coli MC4100 TorA-mCherry Tat export, fluorescence;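 active = mean replicate inhibition at least 50% and at least half of replicates individually reaching 50%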;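 note: exported cargo escapes ClpAP degradation while cytoplasmic cargo is degraded and loses fluorescence; 0% = median of neutral control wells and 100% = median of NaSCN control wells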
phage Ecoli inh = E. coli growth loss with phage present; growth absorbance; inhibition, % at 11.9 µM; 360,000 compounds, 0.26% hits; AID 651602; in the data active = inhibition above about 11%
Arrestin-AP2 inh = human beta-arrestin and AP2 interaction inhibition; inhibition, % at 10 µM; AID 504490; FITC-arrestin peptide / GST-AP2 beads, flow cytometry; AP2 beta2 appendage carries R879A mutation; 340,000 compounds, 0.31% hits;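 active = inhibition above a set limit, near 3 SD of compounds lacking own fluorescence, cut at about 54% in these data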;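 note: plate controls were DMSO wells for no effect and 5 µM unlabelled arrestin peptide for full effect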
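Measured by: flow cytometry, FL1 (488/535 nm); Material: AP2 appendage R879A on GSH beads; Evaluation: percent response; Timing: pre-incubation 12 min, peptide binding 1 h, room temperature; Also added: 50 nM FITC-arrestin peptide; Medium: PBS with 0.05% Tween 20 and 0.1% BSA.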
Active calls of the source: *; · = not tested or not shown.

SMILES	MOR-DOR inv ag	E coli growth	SUMO Mot1 rescue	MOR-DOR ag	PKA-R1A activ	AddAB inh	Pemphigus Ab inh	PfHsp90 set2	Tat transport	phage Ecoli inh	Arrestin-AP2 inh
COCCCNC(=O)CNC(=O)c1nn(-c2ccc(OC)c(Cl)c2)c(=O)c2ccccc12	7	-1.1	-13	-1.2	8	-0.2	90	-7	6	3.2	11
COC(=O)C1(CC2CC(c3ccc(Cl)cc3)=NO2)CCN(C(=O)OC(C)(C)C)CC1 (centres undefined)	-19	-1.7	-15	3.2	-2	5.3	107	3	10	-0.2	-5
COc1ccc(/C=C2\CCCC3C2=NN(C(=O)c2ccco2)C3c2ccc(OC)c(OC)c2)cc1OC (centres undefined)	-8	1.1	3	1.7	4	4.9	118	42	3	3.1	-14
COc1cc(NC(=S)NC(=O)CC(C)C)ccc1NC(=O)c1cc2ccccc2o1	-1	-1.0	-3	0.2	2	-1.8	93	5	-3	2.5	-4
Nc1ccc2c(c1)ncn2CCCn1cnc2cc(N)ccc21	14	-0.2	-3	-2.5	1	3.1	102	14	-5	0.9	-49
CC(=O)c1c(O)cc(=O)n(-c2ccccc2)c1-c1ccc(C)cc1	12	-0.7	606	-2.8	-13	4.3	·	2	-2	4.3	5
O=C(COC(=O)C12CC3CC(CC(C3)C1)C2)NCCCc1ccccc1	-35	1.0	19	6.9	-8	3.7	122	-9	0	1.2	-3
CC1=C(C(=O)OCC2CCCCC2)C(c2cccc(O)c2)NC(=O)N1 (centres undefined)	9	0.5	144	-1.7	-7	1.2	96	-5	2	·	12
CCOC(=O)CSc1nc2ccccc2c(=O)[nH]1	14	-0.5	2	-2.6	-16	1.0	103	-4	0	1.0	8
COc1cc(C(=O)N2CCCCCCC2)ccc1OC1CCN(C(C)=O)CC1	13	-0.1	-1	-2.5	-3	-2.0	100	4	0	0.3	-5
COc1ccc(CC(=O)N[C@@H]2c3cc(OC)c(OC)cc3C[C@H]2O)cc1	17	0.4	·	-3.5	-4	0.6	101	-10	-6	2.5	33
COc1ccc(/C(C)=N/NC(=O)CNC(=O)c2cccs2)cc1OC	12	-2.7	3	-1.9	0	1.4	89	·	2	4.6	-4
FC(F)Oc1ccccc1NC(=S)Nc1cccc(Cl)c1Cl	13	-0.2	-16	-2.4	0	3.7	118	24	-6	1.0	-13
COc1ccc(Cl)cc1NC(=O)CSc1nc(N2CCOCC2)nc(N2CCOCC2)n1	18	-1.4	9	-3.4	4	-1.7	101	18	-2	-0.9	-4
CC(C)CC(=O)N1CCN(Cc2ccc(Br)cc2)CC1	1	-2.1	-8	-0.3	-2	-3.8	102	-25	8	0.7	8
Cc1ccc(C)c(-n2cc(CN3CCN(C(=O)c4ncn[nH]4)CC3)c(-c3ccccc3)n2)c1	-19	0.4	-4	2.7	6	-1.6	106	4	1	3.0	11
Cc1noc2c1C(c1ccc(N(C)C)cc1)C1=C(CC(C)(C)CC1=O)N2 (centres undefined)	-3	-1.3	-4	0.5	9	1.8	104	·	-1	2.3	4
CC1c2[nH]c3ccccc3c2CCN1C(=O)Nc1ccccc1 (centres undefined)	11	-1.1	14	-2.7	3	2.2	109	-29	4	3.1	15
O=C(COC(=O)C1COc2ccccc2O1)Nc1ccccc1OC(F)F (centres undefined)	6	1.5	93	-1.3	3	0.8	92	·	-9	0.1	1
COc1ccc(/C=N/Nc2ncc(C(F)(F)F)cc2Cl)cc1OC	-1	-2.5	13	0.1	1	0.2	112	-26	-3	0.4	16
CCCCN(C(=O)C(C)Oc1ccc(Br)cc1)c1c(N)n(CC(C)C)c(=O)[nH]c1=O (centres undefined)	5	2.3	2	-1.3	8	0.2	102	6	-4	4.4	6
COC(=O)c1c(NC(=O)CCl)sc(C(=O)N2CCOCC2)c1C	-2	-0.1	-8	0.4	0	1.8	105	-13	0	0.9	24
CC1(C)Cc2c(cnn2-c2ccc(F)cc2)C(NC(=O)CN2CCCC2=O)C1 (centres undefined)	7	0.6	-19	-1.4	-13	1.0	104	2	1	-0.2	-15
O=C(Nc1c(C(=O)N2CCN(c3ccccn3)CC2)oc2ccccc12)c1cccc([N+](=O)[O-])c1	16	0.2	2	-3.1	2	1.2	98	-16	-6	-1.3	-5
O=C(O)CCSc1nc2ccccc2c(=O)[nH]1	15	0.3	-3	-2.6	-9	-0.4	103	29	-4	1.6	2
O=C(c1ccc(=O)[nH]n1)N1CCN(S(=O)(=O)c2ccc3ccccc3c2)CC1	8	-1.3	2	-1.7	-1	-1.7	·	7	-6	0.8	-30
Cc1ccc(O)c(Nc2nc(-c3ccccc3)nc3ccccc23)c1	-16	1.5	-3	3.1	-12	-1.4	119	-18	1	5.0	11
O=C(NC1CCCCC1)C(c1ccccn1)N(C(=O)c1csnn1)C1CC1 (centres undefined)	·	0.8	6	·	·	-1.3	·	1	-10	3.5	-3
Cc1cc(C(=O)N2CCN(Cc3ccccc3)CC2)ccc1[N+](=O)[O-]	-2	-1.5	-18	0.4	-17	4.0	106	-8	-7	1.8	6
Cc1ccc(NS(=O)(=O)c2ccc(Cl)nc2)c(C)c1	-19	·	·	3.0	-3	·	·	6	13	-1.3	-7

Three entries out of the list, arranged by molar mass, lowest first:
SMILES	MOR-DOR inv ag	E coli growth	SUMO Mot1 rescue	MOR-DOR ag	PKA-R1A activ	AddAB inh	Pemphigus Ab inh	PfHsp90 set2	Tat transport	phage Ecoli inh	Arrestin-AP2 inh
COc1ccc(CC(=O)N[C@@H]2c3cc(OC)c(OC)cc3C[C@H]2O)cc1	17	0.4	·	-3.5	-4	0.6	101	-10	-6	2.5	33
O=C(NC1CCCCC1)C(c1ccccn1)N(C(=O)c1csnn1)C1CC1 (centres undefined)	·	0.8	6	·	·	-1.3	·	1	-10	3.5	-3
COC(=O)C1(CC2CC(c3ccc(Cl)cc3)=NO2)CCN(C(=O)OC(C)(C)C)CC1 (centres undefined)	-19	-1.7	-15	3.2	-2	5.3	107	3	10	-0.2	-5

(more compounds)
SMILES	MOR-DOR inv ag	E coli growth	SUMO Mot1 rescue	MOR-DOR ag	PKA-R1A activ	AddAB inh	Pemphigus Ab inh	PfHsp90 set2	Tat transport	phage Ecoli inh	Arrestin-AP2 inh
O=C(CSc1nnc(COc2ccc(F)cc2)o1)N1c2ccccc2CCc2ccccc21	-23	1.5	10	4.2	-10	0.3	96	·	12	2.7	0
CN(C(=O)COC(=O)CCCN1C(=O)c2cccc3cccc(c23)C1=O)C1CCS(=O)(=O)C1 (centres undefined)	21	-0.2	13	-4.0	1	-0.3	98	·	2	1.7	-7
Cc1ccc(C)c(NC(=O)CCC(=O)NNC(=O)C(c2ccccc2)c2ccccc2)c1	-6	-0.3	9	1.1	2	0.0	100	2	1	0.2	10
O=C1CC(/C=C/c2ccc([N+](=O)[O-])cc2)=Nc2ccccc2N1	3	0.8	-1	-0.6	-4	2.8	93	-9	-7	2.2	8
CCC(=O)N1N=C(c2ccccc2)CC1c1ccc([N+](=O)[O-])cc1 (centres undefined)	-2	-0.5	2	0.4	-20	2.3	100	-65	1	4.5	5
Cn1cnnc1SCC(=O)N/N=C/c1ccc(OCC(N)=O)cc1	15	-0.3	1	-3.0	-3	-0.3	·	10	-1	-1.1	9
COC(=O)[C@@H]1C[C@@]2(O)[C@@H](O)[C@@H](O)[C@@H](O)C[C@H]2N1CC(c1ccccc1)c1ccccc1	9	-0.2	-4	-1.8	0	1.4	100	2	-17	3.5	21
CCOc1ncccc1C(=O)Nc1ccc(C(=O)Nc2ccc(OC)cc2)cc1	-17	1.4	-16	4.3	7	-0.4	108	-2	-3	0.6	42
COc1ccc(N2CCN(C(=O)Cn3nnc(-c4ccccc4N)n3)CC2)cc1	2	0.2	-1	-0.3	-6	-0.5	101	10	21	1.5	3
CCc1nnc(NS(=O)(=O)c2ccc(NC(=O)c3cccc(OC)c3)cc2)s1	2	-0.8	56	-0.3	3	2.2	100	3	3	1.3	30
N#Cc1ccccc1S(=O)(=O)Nc1ccc2c(c1)C(=O)OC2	15	2.1	-8	-3.0	-14	2.3	102	4	8	1.2	11
O=C(NCCCN1CCC(Cc2ccccc2)CC1)c1ccc2nc(N3CCOCC3)sc2c1	19	-2.5	42	-3.5	2	0.6	104	-1	2	2.9	2
COc1ccccc1OCc1ccc(C(=O)NCCN(C)C)o1	7	2.0	4	-1.4	-8	0.2	104	19	-2	-1.8	-4
COc1ccc(NC(C)=O)cc1NC(=O)CN1CCN(c2ccccn2)CC1	1	-2.4	5	-0.1	-6	1.9	111	·	-4	·	12
O=c1c2c3n(c(=S)nc2[nH]n1-c1ccccc1)CCCCC3	13	-1.7	-9	-2.5	-4	1.3	103	·	8	2.0	-7

Compound profiles (already shown):
Record of `CN(C(=O)COC(=O)CCCN1C(=O)c2cccc3cccc(c23)C1=O)C1CCS(=O)(=O)C1` (centres undefined) = MOR-DOR inv ag = 21; E coli growth = -0.2; SUMO Mot1 rescue = 13; MOR-DOR ag = -4.0; PKA-R1A activ = 1; AddAB inh = -0.3; Pemphigus Ab inh = 98; PfHsp90 set2 = ·; Tat transport = 2; phage Ecoli inh = 1.7; Arrestin-AP2 inh = -7
Record of `COC(=O)[C@@H]1C[C@@]2(O)[C@@H](O)[C@@H](O)[C@@H](O)C[C@H]2N1CC(c1ccccc1)c1ccccc1` = MOR-DOR inv ag = 9; E coli growth = -0.2; SUMO Mot1 rescue = -4; MOR-DOR ag = -1.8; PKA-R1A activ = 0; AddAB inh = 1.4; Pemphigus Ab inh = 100; PfHsp90 set2 = 2; Tat transport = -17; phage Ecoli inh = 3.5; Arrestin-AP2 inh = 21

Continuation.
SMILES	MOR-DOR inv ag	E coli growth	SUMO Mot1 rescue	MOR-DOR ag	PKA-R1A activ	AddAB inh	Pemphigus Ab inh	PfHsp90 set2	Tat transport	phage Ecoli inh	Arrestin-AP2 inh
CN(C)C(=O)C(=O)c1cccn1-c1ccccc1C#N	8	0.8	-2	-1.3	0	-1.2	93	7	-14	1.4	-2
O=c1c2[nH]c3ccc(F)cc3c2ncn1CCC1=CCCCC1	-2	0.3	-2	0.3	-1	-0.8	99	26	4	-0.4	11
Cc1cc(Cl)c(C)c(S(=O)(=O)N2CCN(CC(=O)N3CCOCC3)CC2)c1Cl	11	3.0	-13	-2.6	1	0.6	100	·	-2	0.2	22
O=C(Nc1ccccn1)C1CCCN(c2ncnc3c2nc2n3CCCCC2)C1 (centres undefined)	6	0.6	324	-1.2	-1	0.3	104	-3	-5	0.4	-1

Screening data as filed in PubChem.
